# Bioassay records: PubChem, NCI
# Growth percent in the NCI-60 one-dose screen (48 h, 10 µM unless noted): 100 = growth as untreated, 0 = no growth, -100 = all killed.
# SK-MEL-5: SK-MEL-5 melanoma. 80,000 tested, 6.4% active
# EKVX: EKVX NSCLC; AID 1794765; 71,000 tested, 3% active
# UACC-62: UACC-62 melanoma; 81,000 tested, 5.4% active; AID 1794756
# A549/ATCC: A549/ATCC NSCLC; 81,000 tested, 3.7% active; AID 1794740
# M14: M14 melanoma. 80,000 tested, 6.2% active. AID 1794745
# SK-MEL-2: SK-MEL-2 melanoma. 77,000 tested, 4.7% active. AID 1794763
# UACC-257: UACC-257 melanoma; 78,000 tested, 4.4% active; AID 1794764
# MALME-3M: MALME-3M melanoma; 78,000 tested, 5.8% active; AID 1794766
# An asterisk follows results filed as active; nt = not tested or not shown; & = joins results of further samples; [ ] = remark or other dose. How the source made its calls: active means growth percent below 10; inactive means the rest.
# Order of results: SK-MEL-5	EKVX	UACC-62	A549/ATCC	M14	SK-MEL-2	UACC-257	MALME-3M
> O=C(NCc1ccccc1)C(c1ccc(O)cc1)N(C(=O)CCc1ccc(O)cc1)C1CC1 (stereo unspecified)
  nt	99	nt	87	99	103	92	102
> CCN1CCN(C(=S)SCC(=O)Nc2nc3ccc(C)cc3s2)CC1
  97	122	nt	103	124	105	116	105
> COc1ccc(C2CC(c3ccc4ccccc4c3)=NN2c2nc(O)c(C3=c4cc(OC)ccc4=NC3=O)s2)cc1 (stereo unspecified)
  -93*	-67*	-56*	-72*	-67*	-70*	-52*	-62*
> CCN(CC)Cc1cc(Nc2ccnc3cc(Cl)ccc23)ccc1O
  97	68	93	107	91	111	112	104
> C=C(C)[C@@H]1CC[C@]2(C(=O)N[C@H](CO)Cc3ccccc3)CC[C@]3(C)[C@H](CC[C@@H]4[C@@]5(C)CCCNC(C)(C)[C@@H]5CC[C@]43C)[C@@H]12
  -95*	-84*	-86*	-83*	-90*	-92*	-89*	-83*
> Clc1ccc(C2=NN3C(C2)c2ccccc2OC3c2ccc3noc(-c4ccccc4)c3c2)cc1 (stereo unspecified)
  100	87	95	108	93	108	114	99
> CNC(=O)c1cccn1C
  103	117	104	85	110	131	97	110
> NC1(c2ccc(-c3ccc4ncnc(NCc5ccccc5)c4c3)cn2)COC1
  107&101	100&111	94&104	109&111	114&134	113&112	109&120	106&106
> CCC(=O)OC1C(OC2C(C)C(OC3CC(C)(OC)C(O)C(C)O3)C(C)C(=O)OC(CC)C(C)(O)C(O)C(C)C(=O)C(C)CC2(C)O)OC(C)CC1N(C)C (stereo unspecified)
  108	114	96	102	99	110	105	121
> C/C=C(\Br)C(=O)N1CCCCC1
  100	nt	101	99	99	102	98	99
> COC(=O)[C@]1(CCSC)N[C@H](c2cn(-c3ccccc3)nc2C)[C@@H]2C(=O)N(c3ccc(Cl)cc3)C(=O)[C@@H]21
  110	102	94	98	97	93	111	92
> COC(=O)C1=Nc2ccc(F)cc2/C1=C\c1sc(=O)[nH]c1O
  84	83	57	102	71	88	97	78
> CSc1ncnc2c1ncn2C1CCCCO1 (stereo unspecified)
  107	92	99	104	111	117	116	117
> Cc1ccc(C(=O)Nc2ccc(C(=O)NC(=S)Nc3ccc(C(=O)O)cc3)cc2)cc1
  66[100 µM]	57[100 µM]	68[100 µM]	80[100 µM]	92[100 µM]	85[100 µM]	91[100 µM]	73[100 µM]
> CCCCCCCCCCCCCCCCCC(=O)NCO
  99	nt	105	104	98	105	104	109
> COc1ccccc1NC(=O)C(N=Nc1ccc(S(=O)(=O)Nc2nccs2)cc1)C(C)=O (stereo unspecified)
  96	nt	94	109	103	98	107	91
> O=c1nc2n(CCO)c3ccccc3cc-2c(=O)[nH]1
  nt	102	107	101	103	115	108	108
> COC(=O)[C@H](Cc1cn(C)cn1)NC(=O)[C@@H](NC(=O)Nc1cc(C(F)(F)F)cc(C(F)(F)F)c1)C(C)C
  -95*[100 µM]	nt	-93*[100 µM]	-73*[100 µM]	-93*[100 µM]	-89*[100 µM]	-96*[100 µM]	-90*[100 µM]
> O=C(Nc1ccc(Oc2ccc(F)cc2)c(Cl)c1)c1ccnnc1
  78	81	74	76	95	98	94	103
> O=[N+]([O-])c1ccc(Sc2ncccn2)c([N+](=O)[O-])c1
  77	66	61	68	63	48	29	76
> CCOC(=O)CC(C)C(C(=O)OCC)C(=O)OCC (stereo unspecified)
  102	nt	116	104	101	nt	97	116
> CC(=O)c1ccc(Nc2nc(SCC(C)C)nc(-c3ccc(F)cc3)c2C#N)cc1
  101	114	108	109	115	109	106	114
> NCC(=O)OC(c1ccccc1)(c1ccccc1)c1ccccc1
  103	nt	105	nt	104	89	nt	97
> N#CCCP(=O)(O)CCC#N
  94	93	94	97	106	114	93	99
> COC(=O)[C@]12CCC(C)(C)C[C@@H]1[C@H]1/C(=N/OCCC#N)C[C@@H]3[C@@]4(C)CC[C@H](OC(C)=O)C(C)(C)[C@@H]4CC[C@@]3(C)[C@]1(C)CC2
  44[100 µM]	80[100 µM]	50[100 µM]	46[100 µM]	68[100 µM]	66[100 µM]	48[100 µM]	72[100 µM]
> C/C(=N\NC(=O)Cn1c(-c2ccc(S(C)(=O)=O)cc2)nc2ccccc21)c1ccccc1
  96	95	83	100	102	104	110	116
> CC(=C\c1ccccc1)/C=C1/NC(=O)NC1=O
  98	86	98	101	100	113	100	103
> COc1ccc2c(C3(c4c[nH]c5cc(OC)ccc45)C(=O)Nc4ccc(Cl)cc43)c[nH]c2c1
  77	67	75	88	114	89	101	88
> Cn1cc(C2=C(c3coc4cc(Br)ccc34)C(=O)NC2=O)c2ccccc21
  90	67	60	72	69	97	100	104
> O=C(/C(=C/c1ccco1)Cc1nc2ccccc2[nH]1)c1nc2ccccc2[nH]1
  105	105	92	103	103	nt	98	110
> CCOC(=O)C1=C(SC)N=C2C(c3nc4ccccc4s3)=Cc3cc(Br)ccc3N2N=C1N
  96	91	77	97	98	98	93	98
> O=[N+]([O-])c1cc(S(=O)(=O)Nc2ccccc2)ccc1Cl
  93	86	85	92	89	93	88	105
> CCOC(=O)CCCCN1C(=O)S/C(=C\c2ccc(F)cc2)C1=O
  102	97	96	103	101	nt	101	91
> O=C(Cn1cc(CN2C(=O)c3ccccc3S2(=O)=O)nn1)Nc1ccc(Br)cn1
  106	102	100	95	101	88	99	88
> CSc1nc(N)n2nccc2n1
  99	nt	99	102	101	115	nt	95
> c1ccn2nnnc2c1
  103	nt	105	94	-55*	104	101	98
> O=C1Nc2ccc(F)cc2/C1=N/N=C/c1cccc(F)c1
  100	81	74	101	nt	103	91	90
> CN1CCN(C(=S)S)CC1
  111	106	101	94	105	114	105	143
> O=C1C=CC=C/C1=C\N(O)c1ccc(Cl)cc1
  65	69	35	77	52	103	85	121
> COc1cc(-c2cc(/C=C3\C(=O)Nc4cc(Cl)ccc43)[nH]n2)cc(OC)c1OC
  -49*	nt	-51*	43	20	52	78	-23*
> O=C1Nc2ccccc2/C1=C/c1ccc(-c2cccc([N+](=O)[O-])c2)s1
  96	94	96	99	108	100	97	103
> CC(=O)Nc1nc(-c2ccc(NS(=O)(=O)c3cccc4c(N(C)C)cccc34)cc2)cs1
  75	56	62	61	83	83	80	89
> COc1cccc(Cc2cc(-c3ccccc3)nn(Cc3ccccc3)c2=O)c1
  81	17	45	43	70	68	64	78
> CCOC(=O)C1=C(C)NC(C)=C(C(=O)OC)C1c1cccc(Cl)c1Cl (stereo unspecified)
  84	66	54	67	96	nt	95	98
> Cc1ccccc1-c1nc(C(Cl)Cl)nc2cc(-c3ccccc3)nn12
  86	58	74	25	94	101	107	86
> O=C(Nc1cccc(F)c1)C1=NCCCCN1
  101	97	95	102	98	104	98	101
> Cc1cc(C)c(C(=O)c2cccs2)c(C)c1
  109	117	97	nt	103	100	99	110
> O=C(/C=C/c1ccc(Cl)cc1)c1ccc(Br)cc1
  105	97	93	102	100	104	106	102
> CC(=O)c1ccc2c(c1)Nc1ccccc1S2
  92	110	83	94	103	91	86	nt
> COc1ccc(/C(C)=N/NC(=O)CSc2nc(-c3cnccn3)cc(-c3cccs3)c2C#N)cc1
  101	101	91	106	107	117	106	111
> CC(=O)Oc1ccc(C)cc1
  104&101	113&104	108&98	94&93	103	114&113	94&96	110&96
> COc1cc(CNS(=O)(=O)c2ccc(C)cc2)ccc1OCc1cn(-c2ccc(Br)cc2)nn1
  98	93	94	100	106	104	110	104
> COC(=O)c1c(C)[nH]c(/C=C2\N=C(c3ccc[nH]3)C=C2OC)c1C
  -100*	-32*	-63*	-24*	-24*	-73*	-49*	-69*
> Cc1cc(C)c2c(Cn3cc(CSc4nc5cc(Cl)ccc5o4)nn3)cc(=O)oc2c1
  96	94	101	103	112	111	102	110
> NS(=O)(=O)c1ccc(CCn2c(SCc3ccccc3)nc3ccccc3c2=O)cc1
  97	103	92	88	101	95	89	104
> COc1ccc(-c2nnc(COc3ccc(NC(=O)Nc4ccccc4)cc3F)o2)cc1
  89	nt	78	93	90	79	97	84
> COc1ccc(-c2conc2-c2ccccc2)cc1
  22	53	18	23	6.5*	42	72	56
> O=C(/C=C/c1cn(-c2ccccc2)nc1-c1ccc(OCc2ccccc2)cc1)c1ccc(OCc2ccccc2)cc1
  98	107	95	96	113	114	95	106
> COC(=O)c1cc(-c2ccncc2)[nH]c(=O)c1C#N
  102	97	99	103	110	124	100	100
> O=S(=O)(O)C(C(I)I)S(=O)(=O)O
  nt	112	110	104	109	109	102	107

# Reformatted field by field: entries from further up
SMILES: CN1CCN(C(=S)S)CC1
- SK-MEL-5: 111
- EKVX: 106
- UACC-62: 101
- A549/ATCC: 94
- M14: 105
- SK-MEL-2: 114
- UACC-257: 105
- MALME-3M: 143
SMILES: O=C1C=CC=C/C1=C\N(O)c1ccc(Cl)cc1
- SK-MEL-5: 65
- EKVX: 69
- UACC-62: 35
- A549/ATCC: 77
- M14: 52
- SK-MEL-2: 103
- UACC-257: 85
- MALME-3M: 121
SMILES: COc1cc(-c2cc(/C=C3\C(=O)Nc4cc(Cl)ccc43)[nH]n2)cc(OC)c1OC
- SK-MEL-5: -49*
- EKVX: nt
- UACC-62: -51*
- A549/ATCC: 43
- M14: 20
- SK-MEL-2: 52
- UACC-257: 78
- MALME-3M: -23*
SMILES: O=C1Nc2ccccc2/C1=C/c1ccc(-c2cccc([N+](=O)[O-])c2)s1
- SK-MEL-5: 96
- EKVX: 94
- UACC-62: 96
- A549/ATCC: 99
- M14: 108
- SK-MEL-2: 100
- UACC-257: 97
- MALME-3M: 103

# More structures.
# Order of results: SK-MEL-5	EKVX	UACC-62	A549/ATCC	M14	SK-MEL-2	UACC-257	MALME-3M
> O=C(NO)c1cc(=O)[nH]o1
  102	nt	106	nt	106	105	nt	110
> [O-][n+]1onc(-c2csc(-n3nc(-c4ccccc4)cc3-c3ccccc3)n2)c1-c1ccccc1
  nt	89	90	91	96	97	93	87
> O=C(O)c1cnc(C2OCCO2)s1
  106	101	110	99	99	100	102	103
> N#C/C(C(=O)Nc1ccc(S(N)(=O)=O)cc1)=C1\C(=O)Nc2ccc([N+](=O)[O-])cc21
  99	93	92	103	99	105	93	98
> CC1=CC(=O)C(Sc2ccc(C)cc2)=CC1=O
  85	109	85	99	101	100	94	113
> Cc1ccc(S(=O)(=O)OCCCOS(=O)(=O)c2ccc(C)cc2)cc1
  116	100	103	93	98	101	81	100
> CN(c1ccccc1)c1ncnc2c1ncn2C
  102	102	97	87	104	100	88	nt
> NCCCc1nn2c(CCC(=O)c3nc4ncccc4[nH]3)nnc2s1
  103	100	97	97	90	112	109	93
> CN[C@@H](CCCNC(N)=NC/C=C(/C)CCC=C(C)C)C(=O)N(C)[C@@H](CCCNC(N)=NCC=C(C)C)C(=O)N[C@H](C)[C@H](OS(=O)(=O)O)c1ccc(OS(=O)(=O)O)c(COS(=O)(=O)O)c1
  100	113	94	90	105	105	93	117
> O=C(c1ccc(Cc2n[nH]c(=O)c3cccnc23)cc1)N1CCOCC1
  96	99	96	103	100	109	106	97
> COc1cc(C2C(C#N)=C(N)N(c3ccc(F)cc3F)C3=C2C(=O)CC(C)(C)C3)cc(OC)c1O (stereo unspecified)
  nt	96	92	103	nt	102	87	97
> CCOC1=C(C#N)CC2(CC1)c1ccccc1-c1ccccc12
  96	90	nt	89	104	95	104	102
> COc1ccc2oc(=O)cc(Cc3cn4ccccc4nc3=O)c2c1
  100	99	91	93	100	98	95	97
> CN(C)CCC(=O)c1ccc(-c2ccccc2)cc1
  101	104	100	100	102	108	103	102
> ClCCOC1CC2CCC1C2 (stereo unspecified)
  119	105	112	102	103	105	101	105
> O=c1[nH]c(N2CCOCC2)nc2c(-c3cccc4c3sc3ccccc34)cc(Cl)cc12
  109	88	100	84	97	93	95	109
> O=C(c1ccccc1)c1nn(-c2ccccc2)c(=O)cc1-c1ccccc1
  97	nt	85	109	96	110	nt	96
> COc1ccc(-c2cnc3c(-c4cccc5cnccc45)cnn3c2)cc1
  56	96	59	40	74	76	89	45
> CCc1ccc(Nc2cc(C)nc3nc(C)nn23)cc1
  -98*	nt	-99*	-18*	-94*	14	-85*	-90*
> COc1ccc(C(=O)NN2CC(C)OC(C)C2)cc1OC1CCCC1 (stereo unspecified)
  100	102	100	96	100	115	100	100
> CCOC(=O)c1ccc2c(c1)n([O-])c(C(=O)Nc1ccccc1)c(-c1ccccc1)[n+]2=O
  46	76	53	92	95	97	81	96
> Nc1nc(-c2ccccc2)ns1
  101	84	100&99	104&104	96&98	111&113	103&109	99&106
> COC(=O)c1ccc(I)c(C)c1
  116	142	109	94	112	110	111	nt
> CC1=NN(c2nc(-c3ccccc3)c(C#N)c(=O)n2C)C(=O)C1N=Nc1ccc(C(=O)O)cc1 (stereo unspecified)
  102	199	98	110	111	107	99	108
> CC(=O)Nc1cc(F)c2c(c1F)Cc1cc(F)ccc1-2
  94	71	79	68	93	118	93	121
> COCCn1c(-c2csc(-c3cn(C)c4ccccc34)n2)cc2cccnc21
  75	72	88	55	73	68	79	106
> COc1ccc(CNc2nc3ccccc3c3c(=O)c4ccccc4sc23)cc1OC
  78	84	69	62	86	102	89	67
> Clc1ccc(/C=N/Nc2nc3ccccc3s2)cc1Cl
  108	83	104	90	115	121	96	110
> COc1ccc(C)cc1NC(=O)SC(C)C
  96[100 µM]	102[100 µM]	88[100 µM]	104[100 µM]	110[100 µM]	102[100 µM]	99[100 µM]	99[100 µM]
> O=C1C=C/C(=C2/C=CC(=O)C3C(=O)C=CC(=O)C23)c2c(O)ccc(O)c21 (stereo unspecified)
  111	111	103	111	106	108	106	98
> CC1CCC(NC(=O)NS(=O)(=O)c2ccc(C(C)C)cc2)CC1 (stereo unspecified)
  109	103	91	96	108	97	100	102
